Screens from PubChem.
FXIIa inh: inhibitors of human coagulation factor XIIa | P00748 | purified FXIIa, Boc-QGR-AMC fluorogenic substrate, 2 h | inhibition, % at 5 µM | hit rate 0.3% among 220,000 | AID 800; in the data active = inhibition above about 40%;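 also: 0% = enzyme with no compound and 100% = blank without enzyme; many of its hits are not listed in these tables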
Rad51 HR inh: Rad51 (human) homologous recombination inhibition. Q06609. hRad51 DNA strand exchange, fluorescence dequenching. inhibition, % at 10 µM. hit rate 0.085% among 200,000. AID 1385;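 active = inhibition above 40% at the single screening dose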;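 also: 0% = DMSO control wells and 100% = blanks with heterologous ssDNA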
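System: hRad51 filaments on single-stranded DNA; reagent: Fluorescein- and BHQ1-tagged 47-mer duplex; compound dosing: one concentration, 10 µM final; timing: filaments 15 min 37 °C, then compound 30 min; measured by: fluorescein emission 520 nm, excitation 485 nm; benchmarks: per-plate controls and blanks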
p97 ATPase inh: human p97 ATPase inhibition. hit rate 0.42% among 220,000. recombinant p97 ATPase, Kinase-Glo ATP luminescence, 3 h. P55072. inhibition, % at 8 µM. AID 1481; in the data active = inhibition above about 15%;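 also: 0% = DMSO vehicle and 100% = wells lacking enzyme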
14-3-3 Bad inh: disrupts binding of bovine 14-3-3 zeta to phospho-Bad peptide; TR-FRET 14-3-3zeta/Dy647-pBad peptide displacement, 1 h; hit rate 0.71% among 220,000; P63103; inhibition, % at 21.7 µM;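 active = inhibition above about 70%, limit read from the data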;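 also: 0% = full 14-3-3 plus peptide FRET controls and 100% = background without 14-3-3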
KLK5 inh: kallikrein 5 (human) inhibition; AID 873; inhibition, % at 5 µM; hit rate 0.59% among 210,000; recombinant hK5, fluorogenic AMC substrate cleavage; Q9Y337;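 active = inhibition of 40% or more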;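 also: 0% = enzyme controls without compound and 100% = no-enzyme blanks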
Target sequence (Q9Y337 67-293 limits assumed): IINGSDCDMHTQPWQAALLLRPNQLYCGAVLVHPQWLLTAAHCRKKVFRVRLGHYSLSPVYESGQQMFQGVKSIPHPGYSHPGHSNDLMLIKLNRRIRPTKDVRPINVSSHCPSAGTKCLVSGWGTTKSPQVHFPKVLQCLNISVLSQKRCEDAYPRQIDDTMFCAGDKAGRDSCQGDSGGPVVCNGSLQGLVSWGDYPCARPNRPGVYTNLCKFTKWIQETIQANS
MDM2 E3 inh: Mdm2 E3 ligase (human) inhibition; signal enhancement, % at 5 µM; cell-based MDM2 ubiquitination luciferase reporter, 2 h; 0 = plate control, 100 = twice control, blank-subtracted; hit rate 0.11% among 210,000; AID 1230;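 active = signal enhancement of 30% or more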;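 also: luminescence tracks abundance of the self-degrading MDM2-luciferase fusion protein; higher signal means inhibition of MDM2 E3 ligase activity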
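Material: stable MDM2–luciferase fusion reporter cells / Quantity: 2000 cells/well / Dosing: single 5 µM compound dose, 0.2% final DMSO / Buffer or medium: DMEM / Schedule: 4 h cell settling then 2 h compound exposure, 37 °C / Detection: luminescence with SteadyLite reagent, 15 min at room temperature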
FXIa inh: blocks human coagulation factor XIa protease activity; hit rate 0.14% among 220,000; purified FXIa, Boc-Glu-Ala-Arg-AMC fluorogenic substrate; inhibition, % at 5 µM; P03951; AID 798;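 active = inhibition of at least 40%; inactive = inhibition below 40%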;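 also: fluorescence of freed AMC excited at 355 nm; 0% = enzyme without compound and 100% = no enzyme blank; many of its hits are not listed in these tables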
Wee1 stabilizer: blocks degradation of human Wee1 kinase; HeLa Luc-Wee1K328M stability, luciferase luminescence; 100% = proteasome inhibitor MG132 effect; reporter increase, % at 5 µM; hit rate 1.2% among 220,000; AID 1321;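 active = activation above the mean of all tested compounds plus 3 SD, set per screening run, cut at about 8.8% in these data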;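 also: cells exposed to compound for 20 h before luminescence read; 0% = DMSO alone and 100% = MG132 at 30 µM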
Target sequence (P30291 whole entry K328M): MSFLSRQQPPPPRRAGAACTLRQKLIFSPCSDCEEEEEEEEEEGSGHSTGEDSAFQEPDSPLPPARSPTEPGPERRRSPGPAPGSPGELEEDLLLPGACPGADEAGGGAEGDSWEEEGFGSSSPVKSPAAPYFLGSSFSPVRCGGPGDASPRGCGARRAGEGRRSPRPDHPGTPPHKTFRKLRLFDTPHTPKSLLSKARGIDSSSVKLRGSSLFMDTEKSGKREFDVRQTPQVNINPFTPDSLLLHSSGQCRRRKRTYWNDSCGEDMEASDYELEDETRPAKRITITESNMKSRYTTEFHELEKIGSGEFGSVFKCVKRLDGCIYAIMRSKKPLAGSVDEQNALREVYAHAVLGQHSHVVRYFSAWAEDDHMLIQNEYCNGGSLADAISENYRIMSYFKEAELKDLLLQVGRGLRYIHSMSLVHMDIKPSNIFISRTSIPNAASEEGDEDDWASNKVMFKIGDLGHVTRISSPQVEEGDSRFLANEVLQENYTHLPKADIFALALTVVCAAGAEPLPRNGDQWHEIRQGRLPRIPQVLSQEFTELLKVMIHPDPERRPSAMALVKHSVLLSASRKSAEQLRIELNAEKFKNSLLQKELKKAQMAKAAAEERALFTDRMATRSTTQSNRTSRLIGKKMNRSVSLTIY
eIF4E-4G inh: inhibitors of eIF4E and eIF4G interaction in translation initiation; TR-FRET eIF4E-eIF4GI(517-606) binding, 2 h; inhibition, % at 21.7 µM; hit rate 0.37% among 220,000; AID 782;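 active = inhibition above about 30%, limit read from the data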;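 also: 0% = full FRET control wells and 100% = background wells lacking eIF4GI fragment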
Numbers without * were called inactive; . = not tested or not shown; [ ] = remark or other dose.

SMILES | FXIIa inh | Rad51 HR inh | p97 ATPase inh | 14-3-3 Bad inh | KLK5 inh | MDM2 E3 inh | FXIa inh | Wee1 stabilizer | eIF4E-4G inh
CCCCC#Cc1cncc(C(=O)NN)c1 | 12.8 | -0.9 | -1.1 | -0.7 | 1.8 | -22.7 | -2.7 | -0.2 | -4.6
COCCOC(=O)C1=C(C)NC(=O)NC1c1cn(-c2ccccc2)nc1-c1cccs1 (stereo not drawn) | 26.3 | -14.0 | -1.5 | 11.5 | -28.7 | -13.6 | 15.2 | 0.6 | 6.5
NC(=S)N/N=C/c1ccccc1 | 16.9 | 0.7 | -3.1 | 4.4 | 24.7 | -11.2 | 17.8 | 4.6 | 1.0
Cc1cccc(N2CCN(C(=O)Cn3cccc3)CC2)c1C | 5.7 | 8.6 | 3.3 | 0.7 | -1.4 | -20.7 | -3.1 | -0.7 | -4.2
CC1Cc2cc(/C=C3/SC(N4CCC(C(N)=O)CC4)=NC3=O)ccc2O1 (stereo not drawn) | 8.2 | -12.5 | 2.1 | 1.0 | 3.5 | -6.6 | 1.4 | 3.1 | 3.3
COc1cc(NS(=O)(=O)c2ccc(NC(=S)NC(=O)c3sc4cc(F)ccc4c3Cl)cc2)nc(OC)n1 | 2.1 | -5.1 | 2.3 | 17.2 | -13.6 | -12.1 | 5.5 | -3.0 | 0.3
Cc1ccc(SCCC(=O)NC(C)C)cc1 | 13.4 | -7.8 | -6.5 | -1.5 | -7.5 | . | 5.9 | 2.5 | 2.4[fluorescence artefact?]
COc1ccccc1Nc1nc(NCc2ccco2)nc(N)c1[N+](=O)[O-] | 6.6 | -6.7 | 15.6* | 1.6 | 4.5 | -11.7 | 10.8 | 2.6 | -0.6
CCOC(=O)C1CCN(C=Nc2cc(C)on2)CC1 | 10.9 | -4.1 | 2.6 | -0.4[fluorescence artefact?] | 14.3 | -4.6 | -6.6 | -0.3 | 5.6[fluorescence artefact?]
O=C(CSc1nnc(-c2cccs2)n1-c1ccccc1)Nc1ccccc1 | 19.5 | 4.7 | -3.3 | 21.4 | -21.0 | -8.9 | 6.3 | 1.4 | -26.9
Cc1cccc(C(=O)N2CCCN(C(=O)c3cccc(C)c3)CC2)c1 | -24.4 | -5.0 | 2.3 | 3.0 | -7.3 | -0.4 | -15.9 | -1.0 | 5.9
Cc1cccc(OCc2nnc(SCC(=O)N3CCCC3)n2C)c1 | 16.9 | -0.4 | 1.3 | 2.3 | 6.7 | -14.9 | 7.6 | -0.5 | 4.5
CN1CCN(c2ccc(NC(=O)c3cccs3)cc2)CC1 | 2.4 | 10.6 | 5.5 | -10.3 | -4.1 | -27.9 | 1.9 | 3.0 | -1.9
O=C(Oc1c(-c2ccccc2)c(=O)n2c3c(cccc13)CC2)c1ccccc1 | 4.5 | 4.0 | -6.0 | -0.3 | 10.3 | -9.2 | 5.3 | -0.7 | 8.1
O=S(=O)(O)c1nc2ccccc2[nH]1 | 5.8 | 14.4 | 4.6 | 6.7 | -0.5 | -6.1 | 1.0 | -4.0 | -0.8
CCC(Oc1ccccc1)C(=O)NC1C(=O)N2C1SC(C)(C)C2C(=O)O (stereo not drawn) | 8.1 | 5.0 | 0.4 | -3.5 | 6.1 | -27.0 | -4.2 | -2.4 | 4.7
CCc1ccc(C2(C)SC(NC(C)=O)=NN2C(C)=O)cc1 (stereo not drawn) | 12.8 | -3.2 | 1.9 | 4.7 | -3.2 | 5.9 | -4.9 | -1.4 | -10.5
O=C(O)C1CCCCC1C(=O)NCc1ccccn1 (stereo not drawn) | . | -3.5 | -3.2 | -3.1 | 7.4 | -22.9 | 2.0 | -0.9 | -4.6
CCCCNC(=O)N(c1c(N)n(Cc2ccccc2)c(=O)[nH]c1=O)C1CCCC1 | 8.5 | -7.6 | 0.6 | -8.8 | 6.9 | -7.5 | -0.1 | -0.1 | 2.8
Clc1ccc(-c2nnc(SCc3nc4ccccc4[nH]3)o2)c(Cl)c1 | 13.9 | 6.2 | 3.7 | -4.0 | -2.6 | 8.2 | 5.9 | -0.9 | 2.5
Cc1cc2c3c(c1)C1(C(=O)N3C(C)(C)CC2C)C(C#N)=C(N)OC2=C1C(=O)CC(C)(C)C2 (stereo not drawn) | 9.0 | -1.8 | -0.1 | -3.6 | -12.9 | 7.3 | -0.7 | 0.6 | -0.5[fluorescence artefact?]
COc1cc(C)ccc1N(CCCN1C(=O)c2cccc3cccc(c23)C1=O)C(=O)c1cccs1 | 9.2 | 1.1 | 0.4 | -3.9[fluorescence artefact?] | -11.4 | -10.2 | 2.6 | -1.5 | 2.6
O=C(O)CC1COc2ccccc2N1C(=O)c1ccccc1Cl (stereo not drawn) | 3.5 | 1.4 | -0.3 | -15.6 | 19.5 | -4.2 | -4.8 | -1.2 | 1.9
Cc1[nH]n2c(=O)c3c(nc2c1-c1ccccc1)CCCC3 | -12.3 | 6.2 | 2.9 | 6.7 | 4.6 | -18.3 | -1.5 | -2.1 | -2.3
COc1ccc(-c2nnc(-c3ccc(Br)o3)o2)cc1OC | 17.9 | -4.5 | -1.6 | 8.8 | -12.3 | -7.8 | 2.7 | 0.6 | -0.4
COc1ccc(CCNC2=C(Cl)C(=O)N(CCc3ccccc3)C2=O)cc1OC | 15.1 | -4.2 | 2.0 | -7.3 | -16.4 | 2.4 | 10.4 | -1.6 | 6.5
Cc1ccc(C(=O)Nc2cc(Cl)ccc2N2CCCCC2)s1 | 8.0 | . | -0.1 | -1.2 | 7.4 | -1.7 | -11.8 | -2.8 | 9.6
CC(Sc1nc2ccccc2s1)C(=O)c1c(N)n(C)c(=O)n(C)c1=O (stereo not drawn) | 2.9 | -2.1 | 4.6 | -10.1 | -5.0 | -1.6 | -5.7 | -0.6 | -2.7
CCNc1nc(Cl)nc(NNC(=O)C(C)Oc2ccccc2)n1 (stereo not drawn) | 3.1 | -10.3 | 3.0 | -5.8 | -13.6 | -8.2 | 0.1 | -3.6 | -1.7
COc1ccc(OCC(=O)Nc2ccc(S(=O)(=O)Nc3nc(C)cc(C)n3)cc2)cc1 | 19.5 | -17.6 | -4.3 | 1.7 | 17.9 | -10.5 | 1.5 | -2.2 | -2.0
O=C(OCc1csc(Nc2ccccc2)n1)c1ccc(Cl)cc1 | 7.9 | -3.0 | -5.1 | -8.4[fluorescence artefact?] | -1.6 | -10.5 | 2.8 | -0.8 | 5.6
O=C(Nc1ccccc1)c1ccc(COc2ccccc2)cc1 | 5.5 | 6.0 | 4.6 | -17.8 | 3.0 | -7.9 | 0.5 | -1.5 | 2.1
COc1ccc(C(C)=O)cc1CSCCC#N | 13.5 | -1.3 | -7.1 | -9.6[fluorescence artefact?] | -0.7 | -10.0 | 1.2 | 14.4* | 4.8[fluorescence artefact?]
O=C(CN1C(=O)c2cccc3cccc1c23)Nc1ccc(S(=O)(=O)Nc2nccs2)cc1 | 18.6 | -5.4 | 0.7 | -12.2[fluorescence artefact?] | -8.9 | -18.3 | 2.8 | 0.1 | 11.1[fluorescence artefact?]
C=CCN1C(=O)SC(Cc2cccc(OC)c2O)C1=O (stereo not drawn) | 7.0 | -0.4 | 0.7 | -5.3 | 3.4 | -3.3 | -4.2 | 2.3 | -1.6
CC(C)CCNC(=O)c1sc2ccc(S(=O)(=O)N3CCCCC3)cc2c1N | 12.2 | -0.7 | 6.6 | -7.5[fluorescence artefact?] | -7.1 | -12.8 | 4.0 | -1.5 | 4.1
Cc1ccc(N(CC(=O)Nc2ccccc2-c2ccccc2)S(=O)(=O)c2ccccc2)cc1 | 11.7 | 1.8 | -5.8 | -6.5 | -14.8 | -14.9 | -2.8 | 7.8 | -2.6
O=C1C(c2cc(=O)c3ccccc3[nH]2)=C(O)c2ccccc21 | 4.4 | 0.8 | 9.8 | -16.7 | -16.4 | -13.9 | -1.6 | 6.1 | 3.5
NC(=O)[C@H]1CC2(CC(c3cccc(NC(=O)CC(c4ccccc4)c4ccccc4)c3)=NO2)CN1C(=O)C(c1ccccc1)c1ccccc1 (stereo partly drawn) | 2.7 | 3.1 | . | -1.1 | -1.4 | -0.8 | -1.3 | . | -6.8
Cc1ccc2c(CN3CCN(CCO)CC3)cc(=O)oc2c1 | 14.8 | 2.1 | -3.0 | -2.7 | -12.5 | -22.8 | 1.5 | 2.0 | -3.3
S=C(c1ccc[nH]1)N1CCOCC1 | 20.7 | -0.5 | -5.5 | -13.8 | -3.6 | -5.5 | 11.5 | 4.6 | 4.8
CNC(=O)c1c(NC(=O)c2ccc(S(=O)(=O)N3CCCc4ccccc43)cc2)sc2c1CCN(C)C2 | 7.4 | -34.1 | 9.8 | 25.5 | 2.5 | -6.0 | 2.3 | -2.7 | 2.6
CCCCn1c(=NC(=O)c2cccnc2)c(C#N)cc2c(=O)n3cccc(C)c3nc21 | -3.5 | . | -4.2 | -0.6 | -18.0 | -27.7 | -7.8 | -4.1 | 5.2
CC(C)(C)NC(=O)COC(=O)c1ccc(Cl)c(S(N)(=O)=O)c1 | -1.6 | -5.4 | 3.2 | 0.4 | -5.2 | -14.7 | -2.4 | 6.8 | 3.1
Cc1csc(NC(=O)CSc2nncn2C)n1 | 2.7 | 4.9 | 0.1 | 4.0[fluorescence artefact?] | 1.6 | -14.2 | 1.2 | 1.1 | 1.1[fluorescence artefact?]
c1ccc(-c2nc(NC3CC3)nc(-n3ccnc3)n2)cc1 | 11.2 | -34.6 | 3.6 | -9.6 | 15.9 | -13.8 | 5.2 | -0.8 | -7.8
CC1Cc2ccccc2N1C(=O)CN1CCC(n2nnc3cc(C(F)(F)F)ccc32)CC1 (stereo not drawn) | 17.1 | 0.3 | 0.1 | -5.5 | -1.0 | 11.0 | 3.3 | 2.9 | 8.2[fluorescence artefact?]
CCOC(=O)c1c(NC(=O)CCNCc2ccco2)sc2c1CCC2 | 7.5 | 20.5 | 1.9 | 23.2 | 3.4 | -2.5 | 2.2 | 2.9 | -2.0
CC(C)C(NC(=O)CN1C(=O)c2ccccc2S1(=O)=O)C(C)C | -1.7 | 4.6 | 0.9 | 5.1[fluorescence artefact?] | 1.2 | 9.8 | -7.8 | -2.7 | 0.0[fluorescence artefact?]
NC(=S)Cc1ccc(Cl)cc1Cl | 1.9 | 3.5 | 0.1 | -2.5 | -1.4 | -1.7 | 0.3 | -0.1 | -1.3
Oc1ccccc1/C=N/Nc1ccccc1 | 12.2 | . | 3.5 | -4.2 | 9.3 | -1.0 | 14.3 | -1.9 | 0.8[fluorescence artefact?]

Arranged by molar mass (falling): some entries from above.
SMILES | FXIIa inh | Rad51 HR inh | p97 ATPase inh | 14-3-3 Bad inh | KLK5 inh | MDM2 E3 inh | FXIa inh | Wee1 stabilizer | eIF4E-4G inh
CNC(=O)c1c(NC(=O)c2ccc(S(=O)(=O)N3CCCc4ccccc43)cc2)sc2c1CCN(C)C2 | 7.4 | -34.1 | 9.8 | 25.5 | 2.5 | -6.0 | 2.3 | -2.7 | 2.6
CCOC(=O)c1c(NC(=O)CCNCc2ccco2)sc2c1CCC2 | 7.5 | 20.5 | 1.9 | 23.2 | 3.4 | -2.5 | 2.2 | 2.9 | -2.0
Cc1csc(NC(=O)CSc2nncn2C)n1 | 2.7 | 4.9 | 0.1 | 4.0[fluorescence artefact?] | 1.6 | -14.2 | 1.2 | 1.1 | 1.1[fluorescence artefact?]

An unsorted share of the library, and some 3.5% of all compounds hit somewhere here.
